A549 tox: kills or reduces viability of A549 cells in Nrf2 counter-screen | A549 ARE-Fluc cells, CellTiter-Fluor viability, 18-24 h | Potency, µM (titrated, usually from 46 µM), inactives show top-dose activity change, negative = cytotoxicity, usual class: inhibitors | 0.16% of 390,000 active; note: potency is the fitted concentration of half-maximal effect; % is set by controls: 0 for no effect and ±100 for the full control effect
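A549 ARE-Fluc cells in 5% FBS OPTI-MEM, 5000 cells/well, rested 2 h then exposed to compounds in concentration-response for 18-24 h at 37 °C. Viability by CellTiter-Fluor fluorescence (Ex 405/Em 525) after 30 min; luciferase luminescence (BugLite, 15 min, RT) read afterwards.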
Akt phos inh: Akt phosphorylation inhibition; Neuro2A IGF-stimulated pAkt S473 HTRF, 20 min; stronger effect = lower value; activity change, % for hits at 50 µM; 0.32% of 360,000 active; AID 651550; in the data active = activity change below about -80%; inconclusive = mostly about -51% to -80%; note: % is set by controls: 0 for no effect and ±100 for the full control effect
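Neuro2A cells in DMEM with 0.5% FBS, overnight at 37 deg C, given compound at single 50 µM final, then IGF (6 nM final) for 20 min at 37 deg C. Lysed; phospho-Akt Ser473 by HTRF after 24 h, 665/615 ratio.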
Nrf2 activator: Nrf2 pathway activation; AREc32 ARE-luciferase reporter (MCF7-derived line), luminescence, 24 h; Potency, µM (series often up to 46.1 µM), without a hit: at the highest dose activation, actives largely listed as activators; 0.31% of 410,000 active; note: potency is the fitted concentration of half-maximal effect; % of control where 0% means no effect; nearly all actives have a fitted effect of over 65% in size
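AREc32 cells carrying an ARE-driven firefly luciferase, 1000 cells/well in OPTI-MEM with 5% FBS, dosed after overnight attachment and incubated 24 hr at 37 deg C. Steady-Glo luminescence read after 30 min at RT.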
Nrf2 inh: Nrf2 pathway inhibition; A549 ARE-Fluc reporter, luciferase luminescence, 18-24 h; Potency, µM (highest dose often 46 µM), without a hit: at the highest dose activity change, negative = inhibition, usual class: inhibitors; 2.1% of 360,000 active; note: potency is the fitted concentration of half-maximal effect; % is set by controls: 0 for no effect and ±100 for the full control effect; nearly all actives have a fitted effect of over 60% in size
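Quantitative HTS in A549 cells stably bearing an antioxidant response element-firefly luciferase construct. Inhibition of Nrf2-driven transcription was scored by luminescence after 18-24 h of compound exposure at 37 °C.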
CCT chaperon mod: modulators of cytosolic chaperonin (CCT/TRiC) activity; purified chaperonin ATPase assay, HTRF ADP detection, 30 min; 0.3% of 360,000 active; activity change, % (no concentration beside the values), hits read low; in the data active = activity change below about -30%; note: % is set by controls: 0 for no effect and ±100 for the full control effect
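TRiC at 40 or 20 nM final (batch-dependent) in 30 mM Tris pH 7.4, 100 mM KCl, 5 mM MgCl2, 1 mM DTT, with compound at single 76 uM and 10 uM ATP, 30 min at 37 deg C. ADP detected by HTRF Transcreener, 665/615 ratio.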
HepG2 viability: HepG2 cytotoxicity, counter-screen for TGF-b inhibitors. HepG2 CAGA-GFP viability, ATP luminescence, 18 h. Potency, µM (titrated, usually from 46.1 µM), for the others: at the highest dose activity change, negative = cytotoxicity, hits mostly cytotoxic. 0.76% of 410,000 active. AID 588856; note: potency is the fitted concentration of half-maximal effect; some results filed as inactive show a strong effect at the top dose
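CellTiter-Glo luminescence gave cytotoxicity after 18 hours at 37 degrees C. The cells were HepG2 CAGA-GFP in 1% FBS DMEM, stimulated with 500 pg/mL TGF-beta after compound addition. %Activity was normalised to no-cell wells (complete cell-killing) and DMSO (no toxicity), and curves were fitted and classified.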
TGFb SMAD3 inh: blocks TGF-b signaling; HepG2 CAGA-GFP TGF-b/SMAD3 reporter, GFP fluorescence, 18 h; TGF-beta stimulated, 500 pg/mL final; Potency, µM (top dose mostly 46.1 µM), inactives show at the highest dose activity, negative = inhibition, usual class: inhibitors; 1.2% of 410,000 active; AID 588855; note: potency is the fitted concentration of half-maximal effect; % is set by controls: 0 for no effect and ±100 for the full control effect; nearly all actives have a fitted effect of over 65% in size
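Inhibition of TGF-beta-driven CAGA-GFP reporter expression in HEPG2 cells is measured by cellular GFP fluorescence after 18 h stimulation with 500 pg/mL recombinant TGF-beta in 1% FBS medium at 37 degrees C.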
Mm-Cpn inhibitor: inhibitors of Methanococcus maripaludis chaperonin (MmCpn); purified Mm-Cpn ATPase, ADP Transcreener TR-FRET; Potency, µM (doses to about 76.9 µM), for inactives: top-dose activity, negative = inhibition, actives largely listed as inhibitors; 0.031% of 330,000 active; AID 504842; note: potency is the fitted concentration of half-maximal effect; % is set by controls: 0 for no effect and ±100 for the full control effect; nearly all actives have a fitted effect of over 80% in size
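25 nM Mm-CPN + cpd, 10 min 37°C; + 10 uM ATP, 30 min 37°C; buffer 30 mM Tris pH 7.4, 100 mM KCl, 5 mM MgCl2, 1 mM DTT; Transcreener ADP HTRF detection 30 min RT.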
ATXN viability: viability counter-screen for ATXN expression inhibitors | Potency, µM (highest dose often 56.7 µM), usual class: cytotoxic | 0.49% of 400,000 active | S2 cells (HEK-293 line with an ATXN2-luciferase reporter) viability, CellTiter-Fluor protease fluorescence, 24 h; note: potency is the fitted concentration of half-maximal effect; nearly all actives have a fitted effect of over 40% in size
Numbers without * were called inactive; i = inactive; ? = inconclusive; . = no result given; & = joins results of further samples; [ ] = remark or other dose. Unless noted, calls come from the whole dose curve; as a rule, active = well fitted curve in the direction sought with a large enough effect; inconclusive = small, poorly fitted or top-dose-only effect, or another doubt; inactive = no such curve, though single readings can be large; an effect the other way counts as inactive or inconclusive.

compound | A549 tox | Akt phos inh | Nrf2 activator | Nrf2 inh | CCT chaperon mod | HepG2 viability | TGFb SMAD3 inh | Mm-Cpn inhibitor | ATXN viability
CCN(c1cccc(C)c1)S(=O)(=O)c1ccc2c3c(cccc13)C(=O)N2 | -11% | i | -0.2% | -14% | -1.6 | -26% | -16% | -3% | i
O=C(Nc1ccc([N+](=O)[O-])cc1)Nc1ccc2c(c1)OCCO2 | -7% | i | 3.3% | ? | -1.1 | 3% | 1% | -3% | i
C=CCNc1ncnc2c1ncn2[C@H]1CN(Cc2ccc3c(c2)OCO3)C[C@@H](CO)O1 | . | i | -1.0%[9.22 µM] | . | 0.1 | 0% | 4% | . | i
COc1cc(Cl)c(S(=O)(=O)N2CCCC2)cc1Cl | -4% | i | 0.8% | -5% | 0.7 | -15% | -2% | 0% | i
O=C(CN(c1ccc2c(c1)OCCO2)S(=O)(=O)c1ccccc1)N1CCN(Cc2ccccc2)CC1 | -1% | i | 0.0% | 1% | -0.4 | 1% | 10% | 0% | i
O=C(Nc1ccc2c(c1)OCO2)c1c(F)c(F)c(F)c(F)c1F | -8% | . | 16% | . | 0.6 | -4% | -17% | 0% | i
CCOC(=O)c1ccoc1CSCc1ccc(C(=O)OC)o1 | -3% | i | 0.9% | 6% | 2.4 | -10% | ? | -3% | i
COc1ccc(C(O)P(=O)(OCC(C)C)OCC(C)C)c(OC)c1 (centres undefined) | -4% | i | -0.6% | -11% | -1.7 | -14% | -24% | 0% | i
O=c1[nH]c(NCc2ccccc2)nc2c1CCCC2 | 2% | i | 3.1% | ? | -1.9 | -14% | 0% | -2% | i
COc1ccc(CN(C)C(=O)/C=C/c2ccc(S(=O)(=O)N3CCCCCC3)cc2)cc1 | -15% | i | 2.1% | 9.2µM* | -4.2 | -10% | ? | 2% | i
CS(=O)(=O)N1CCN(c2ccc(NC(=S)NC(=O)c3cccs3)cc2)CC1 | 14% | i | 3.7% | 12% | -0.3 | -4% | 3% | 4% | i
CCc1cccc(NC(=S)Nc2ccc(CN3CCOCC3)cc2)c1 | 1% | i | 1.7% | -19% | 1.0 | -7% | -6% | 1% | i
Cc1n[nH]c(C)c1CCCCOc1ccccc1F | 1% | i | 2.5% | 1% | -0.8 | -16% | -11% | -3% | i
Cc1ccc2[nH]c3c(c2c1)CN(C(=O)CN1c2ccc(F)cc2CCC1C)CC3 (centres undefined) | ? | i | 1.6% | ? | -1.1 | -37% | ? | -13% | i
COc1cccc(OC(=O)c2ccccc2)c1OC(=O)c1ccccc1 | -4% | i | 3.4% | 2% | -0.7 | -43% | -41% | . | ?
Cc1cc(C)n2nc(/C(C#N)=C/c3ccccn3)c(C#N)c2n1 | -19% | i | 7.9µM* | -27% | -2.9 | -9% | 0% | -2% | ?
CCCCSCCCNC(=O)Nc1ccc(CC)cc1 | -1% | i | 1.8% | 10% | 1.4 | 27% | 0% | 0% | i
O=C(Cn1ncn2c(cc3ccccc32)c1=O)NCc1ccc(F)cc1 | -1% | . | 0.3% | 9% | . | 5% | 0% | . | .
CN(c1ccc(C(=O)N2CCN(Cc3ccccc3)CC2)cc1)S(=O)(=O)c1ccccc1 | 12% | i | 3.5% | -17% | -3.4 | -6% | -26% | 1% | i
CCNC(=O)C1(C)CCN1CCC(=O)c1ccc(C)cc1 (centres undefined) | . | i | 19% | . | -1.0 | 2% | -19% | . | ?
COc1ccccc1OC(C)C(=O)NNC(=S)NC1CCCC1 (centres undefined) | 1% | i | -1.1% | -12% | 2.3 | 13% | 4% | -1% | i
COc1ccc(NC(=O)C[C@H]2C(=O)N(Cc3cccnc3)C[C@@H]2Cc2ccccc2)cc1 | . | i | 0.4% | . | -14 | -17% | -7% | . | i
O=C(CSc1ccccn1)N/N=C/c1cccc([N+](=O)[O-])c1 | 0% | i | ? | -18% | 1.7 | -16% | 6% | 1% | i
COc1ccc(NC(=O)COC(=O)c2cc(SC)ccc2Cl)c(OC)c1 | 5% | i | 0.3% | ? | -2.3 | -4% | 4% | -5% | i
NS(=O)(=O)c1ccc(NC(=O)CCn2c(=O)oc3ccccc32)cc1 | -8% | . | -1.1% | -4% | . | -1% | 18% | . | i
Nc1ccc(O)cc1 | -19% | . | . | -18% | . | 14µM* | 4.5µM* | . | ?
CCCN1CCN(C(=O)c2ccc3[nH]c(C)c(C)c3c2)CC1 | . | i | 1.1% | . | 1.9 | 0% | -12% | . | i
CC1(c2nnnn2-c2ccc3c(c2)OCCO3)CCC(=O)N1Cc1cccnc1 (centres undefined) | . | i | -0.6% | . | -1.4 | . | . | . | i
CCCS(=O)(=O)c1nc(S(=O)(=O)c2ccc(C)cc2)c(NCCCN(C)C)s1 | ? | i | -0.7% | 10% | -0.1 | 0% | -1% | -1% | ?
Cc1ccc(NC(=O)C2CC(=O)n3ncnc3N2)cc1 (centres undefined) | -5% | i | 0.1% | 6% | 0.3 | -18% | 10% | -1% | i

As a short view, part of the list above.
compound | A549 tox | Akt phos inh | Nrf2 activator | Nrf2 inh | CCT chaperon mod | HepG2 viability | TGFb SMAD3 inh | Mm-Cpn inhibitor | ATXN viability
Cc1cc(C)n2nc(/C(C#N)=C/c3ccccn3)c(C#N)c2n1 | -19% | i | 7.9µM* | -27% | -2.9 | -9% | 0% | -2% | ?
CCCCSCCCNC(=O)Nc1ccc(CC)cc1 | -1% | i | 1.8% | 10% | 1.4 | 27% | 0% | 0% | i
O=C(Cn1ncn2c(cc3ccccc32)c1=O)NCc1ccc(F)cc1 | -1% | . | 0.3% | 9% | . | 5% | 0% | . | .

Next results
compound | A549 tox | Akt phos inh | Nrf2 activator | Nrf2 inh | CCT chaperon mod | HepG2 viability | TGFb SMAD3 inh | Mm-Cpn inhibitor | ATXN viability
Cc1nn(-c2ccccc2)c(Cl)c1/C=C1\SC(=S)N(CCCCCC(=O)O)C1=O | -8% | i | ? | -8% | -2.2 | -12% | ? | 3% | i
O=C(COC(=O)c1ccccn1)Nc1cccc(Cl)c1 | -4% | i | -1.3% | -16% | -1.8 | -1% | 2% | -2% | i
CCS(=O)(=O)c1ccc2c(c1)NC(=O)C(CCO)O2 (centres undefined) | 2% | i | -0.2% | -17% | -4.4 | 18% | 0% | 0% | i
O=C(Oc1ccc(Cl)cc1)c1cc(-c2ccc3c(c2)OCCO3)on1 | -7% | . | 1.1% | 23% | . | -9% | ? | . | i
CCOC(=O)C1CCN(C/C=C/c2ccccc2[N+](=O)[O-])CC1 | 2% | i | 2.4% | -11% | -0.2 | -11% | 2% | -4% | i
Cc1cc(-n2c(C)cc(C(=O)CSc3nnnn3-c3ccc(Cl)cc3)c2C)no1 | ? | i | -0.1% | ? | 2.8 | -60% | -16% | -2% | ?
Cc1noc(C)c1COC(=O)C1CCN(C(=O)c2ccc(Cl)cc2)CC1 | 3% | i | 0.4% | -11% | 0.5 | 5% | ? | 1% | i
O=C(Cc1cccc(NC(=O)C2CCCN(C(=O)C3CCC3)C2)c1)Nc1ccc(C(=O)N2CCOCC2)cc1 (centres undefined) | 1% | i | 0.4% | 2% | -1.5 | 0% | 1% | . | i
CC(=O)Nc1ccc(/C=C/c2nc(-c3ccccc3O)n[nH]2)cc1 | 0% | i | -0.9% | 3% | -0.7 | -4% | -10% | -1% | ?
COCCNC(=O)C(c1ccco1)N(C(=O)Cn1nnc2ccccc21)c1cccc(C)c1C (centres undefined) | 11% | i | -0.4% | 11% | 2.8 | 2% | -13% | -2% | i
COc1ccc2c(Cl)c(C(N)=O)sc2c1 | -5% | i | 2.3% | 5% | -3.2 | -1% | 8% | -25% | i
CCN(CC(=O)Nc1ccc(NC(C)=O)cc1)C(=O)CCCSc1nc2ccccc2[nH]1 | 7% | i | -0.1% | 6% | 2.1 | -5% | -3% | 0% | i
C[C@@H]1CN([C@@H](C)CO)C(=O)c2cc(NS(C)(=O)=O)ccc2O[C@@H](C)CCCCO[C@H]1CN(C)C(=O)Nc1ccc2c(c1)OCO2 | . | i | -0.3% | . | -1.6 | -17% | -2% | . | i
O=C(C[n+]1ccc(C(=O)c2ccccc2)cc1)Nc1ccccc1OC(F)F | 7% | i | 2.5% | -6% | -3.7 | 14% | 20% | -2% | i
C[C@H](CO)N1C[C@H](C)[C@@H](CN(C)C(=O)Nc2ccc(C(F)(F)F)cc2)Oc2ccc(NC(=O)c3ccncc3)cc2C1=O | -4% | i | -1.1% | 8% | -0.9 | 5% | 12% | -2% | i
Cc1noc(C)c1COC(=O)c1cccnc1Cl | -1% | i | 3.0% | 8% | -1.0 | 3% | -3% | -1% | i
CC(C)(C)c1ccc(C(=O)N2CCN(Cc3ccccc3)CC2)cc1 | 1% | i | 0.3% | 5% | -4.2 | -8% | -2% | 0% | i
Fc1ccc(Nc2c(-c3ccco3)nc3ccccn23)cc1 | 2%&1% | i | 13%&6.1% | ? | -1.5 | -23%&-19% | ? | -7% | i
COC(=O)c1ccc(NC(=O)C(=O)NCCc2csc3nc(-c4ccccc4F)nn23)cc1 | 0% | . | 1.0% | . | . | 9% | 1% | . | ?
Cc1cnc(C(=O)OCC(=O)c2ccc[nH]2)cn1 | -2% | i | -0.2% | 1% | 2.6 | -18% | -4% | 0% | i
CCCCOC(=O)c1ccc(NC(=O)CSC2=Nc3ccccc3C3CC=NN23)cc1 (centres undefined) | -2% | i | 11% | 2% | 1.4 | -25% | -14% | -2% | i
